# Compound activity as filed in PubChem BioAssay.
# TAG inh = reduces triacylglycerol accumulation in H9c2 cells; Nile Red lipid (TAG) fluorescence; cells loaded with 200 µM oleic acid; inhibition, % at 12.5 µM; 230,000 tested, 0.66% active; AID 651582;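 active = pattern-corrected inhibition of lipid staining of at least 50% with the nuclear-stain viability signal not falling by more than 50%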;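 note: 0% = DMSO wells and 100% = triacsin C control wells; some results filed as inactive read as strong as hits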
# TAG inh DAPI viability = also measured in TAG inh; calls as there; DAPI nuclei signal change (viability), lower = more cytotoxic, %;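 whole-well DAPI fluorescence read on a plate reader as a viability signal; minus 50 percent equals half of cells still viable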
# * hit, by the source's call.
# Values in the order: TAG inh, TAG inh DAPI viability
> CC[C@H](C)[C@H](NC(N)=O)C(=O)Nc1ccccc1F
→ 22, -1
> CC(C)C[C@H]1CNC(=S)N1CC1CCN(CCCC2CCCCC2)CC1
→ -3, 15
> CC1C(=O)c2ccccc2CC1C(=O)O (configuration not stated)
→ 1, 8
> CCN(CC)S(=O)(=O)c1cccc(-n2c(O)c(C=Nc3ccccc3C(=O)O)c3ccccc3c2=O)c1
→ -21, 1
> CCc1ccc(NC(=O)c2ccc3c(c2)CCN3S(C)(=O)=O)cc1
→ -1, 3
> COC(=O)c1ccc(NC(=O)c2ccc(NC(=O)C3CCCO3)cc2)cc1 (configuration not stated)
→ 11, -8
> N#CCc1c(C#N)c(N)nc(N2CCCC2)c1C#N
→ 3, -3
> O=C(OCc1cncs1)c1ccccc1Cl
→ 9, 1
> Cc1ccc(Cn2cccc(NC(=O)CCC3CCCC3)c2=O)cc1
→ -38, 0
> CC(Oc1ccccc1Cl)C(=O)N(Cc1cccs1)C1CCS(=O)(=O)C1 (configuration not stated)
→ -18, 0
> COc1ccc(C(=O)COC(=O)COc2cccc3c2OC(C)(C)C3)c(OC)c1
→ -6, 7
> C[C@@H]1CN([C@H](C)CO)C(=O)c2cc(Br)cnc2O[C@H]1CN(C)C(=O)Cc1ccccc1
→ 3, -9
> O=C(c1ccc(S(=O)(=O)N2CCCC2)cc1)N1CCCc2ccccc21
→ 1, -2
> CC12CCC(=O)N1C(C(=O)NNC(=O)COc1cccc(C(F)(F)F)c1)CS2 (configuration not stated)
→ -10, -2
> COc1ccc(-c2csc(NC(=O)C3CSC4(C)CCC(=O)N34)n2)cc1OC (configuration not stated)
→ 0, 2
> CCOC(=O)c1nnc2cc(C)nn2c1C
→ -3, 0
> CCN1C(=O)[C@H]2[C@H]3CN=C(SCc4ccccc4)N3[C@@](Cc3ccccc3)(C(=O)OC)[C@H]2C1=O
→ 17, -1
> CC(C)(C)OC(=O)N(CCc1ccccc1)Cc1ccc(OCc2cccc(NC(=O)c3ccccc3)c2)cc1
→ 22, 1
> C=CCSc1nnc(-c2ccccc2N=Cc2c(C)[nH]n(-c3ccccc3)c2=O)c(=O)[nH]1
→ -16, 7
> O=C(CCCCCn1c(=O)[nH]c2ccsc2c1=O)N1CCN(C2CCCCC2)CC1
→ -2, 1

# Part of the list above in order of molecular weight, ascending:
# Values in the order: TAG inh, TAG inh DAPI viability
> COc1ccc(-c2csc(NC(=O)C3CSC4(C)CCC(=O)N34)n2)cc1OC (configuration not stated)
→ 0, 2
> O=C(CCCCCn1c(=O)[nH]c2ccsc2c1=O)N1CCN(C2CCCCC2)CC1
→ -2, 1
> CC(C)(C)OC(=O)N(CCc1ccccc1)Cc1ccc(OCc2cccc(NC(=O)c3ccccc3)c2)cc1
→ 22, 1

# Single records, as listed above. Order of values: TAG inh, TAG inh DAPI viability
# Profile of CCc1ccc(NC(=O)c2ccc3c(c2)CCN3S(C)(=O)=O)cc1 → -1, 3
# Profile of COc1ccc(-c2csc(NC(=O)C3CSC4(C)CCC(=O)N34)n2)cc1OC (configuration not stated) → 0, 2

# The listing continues:
# Values in the order: TAG inh, TAG inh DAPI viability
> O=C(CN1C(=O)NC2(CCc3ccccc32)C1=O)NC1CCCCC1 (configuration not stated)
→ 10, 3
> CN(C)C(=S)Nc1ccc2c(c1)OCO2
→ 14, -7
> C=CCOc1ccccc1CNCCNC(=O)c1nonc1N
→ -5, 2
> CCOC(=O)C1=CN(Cc2cccc(F)c2)S(=O)(=O)NC1c1ccc(F)c(Cl)c1 (configuration not stated)
→ 8, -4
> O=C(Nc1nnc(SCCN2CCOCC2)s1)C1CC(=O)N(c2ccc(F)cc2)C1 (configuration not stated)
→ 2, 12
> CCOC(=O)C1=C(C)Nc2ccccc2N=C1NC(=O)c1oc2ccccc2c1COC
→ 13, 0
> CCOC(=O)c1c(-c2ccsc2)csc1N
→ -2, 3
> Cc1cc(OCC(=O)N(C)C2CCCCC2)cc(C)c1Cl
→ -21, 3
> COC(=O)c1ccc(-n2nnnc2SC)cc1
→ -9, -9
> CCN1C(=O)C(=O)N(CC(=O)Nc2ccccc2Oc2ccccc2)C1=O
→ -3, -8
> COc1ccccc1-n1c(=O)oc2ccc(Cl)cc2c1=O
→ -8, 16
> CCOc1ccc(S(=O)(=O)NC(C)C)cc1C(N)=O
→ -17, -8
> CS(=O)(=O)c1ccc(CNC(=O)C2(C(F)(F)F)C/C(=C/CCO)CCCO2)cc1 (configuration not stated)
→ -15, -3
> Cn1nc(NC(=O)C(F)(F)F)c2ncc(-c3ccccc3)nc21
→ 10, 1
> O=[N+]([O-])c1ccc(C=CC=Cc2ccccc2)cc1
→ 7, 0
> CCN(CC(=O)Nc1cccc(OC)c1)C(=O)c1cccc(S(=O)(=O)N2CCc3ccccc32)c1
→ -35, -9
> CCOc1cccc2cc(-c3nnc(NCc4ccco4)s3)c(=O)oc12
→ 8, 4
> Cc1cc(CNC(=O)COc2cc(F)ccc2[N+](=O)[O-])c2ccccc2n1
→ -10, 4
> CCC1=C(OC(=O)N(CC)CC)N2C(=O)OC(=NCC(=O)OC)[C@]2(Cc2ccccc2)[C@H]2C1=CC[C@H]1C(=O)NC(=O)[C@H]12
→ -2, -8
> CC1=C(C(=O)N(C)C)CC(CC(=O)NC2CCCC2)C(=O)N1Cc1ccc(F)cc1 (configuration not stated)
→ -21, 0

# Further compounds follow:
# Values in the order: TAG inh, TAG inh DAPI viability
> Cc1nc(NC(=O)CC(C)C)sc1-c1csc(Nc2ccc(Cl)cc2)n1
→ 10, 4
> O=C(c1ccc(S(=O)(=O)Nc2ccccc2Cl)cc1)N1CCOCC1
→ -7, 9
> Cc1ccc(CS(=O)(=O)c2ccccc2-c2nnc(-c3ccc(Cl)cc3)o2)cc1
→ -2, 4
> O=C(COC(=O)c1n[nH]c(=O)c2ccccc12)NC1CCCCC1
→ -3, -3
> Cc1cccc(NC(=O)CNc2cc(C)ccc2C)c1
→ 31, -16
> CSC1=N/C(=C\c2ccccc2F)C(=O)S1
→ -2, 4
> O=C1/C(=C/c2ccc(F)cc2)Oc2cc(OC(=O)N3CCOCC3)ccc21
→ -10, -5
> CCN(CC(=O)Nc1ccc(NC(C)=O)cc1)C(=O)c1cccc2ccccc12
→ -1, 16
> O=C(O)CCc1ccc(-c2cccs2)n1CCc1ccccc1
→ -1, 3
> Cc1cc(C)c(OCCOCCN2CCNCC2)c(C)c1
→ 31, -5
> Cc1cc(CNC(=O)C2CCC(=O)N(CCc3ccc(Cl)cc3)C2)no1 (configuration not stated)
→ 3, -2
> CC(=O)Nc1cn(-c2ccccc2)nc1-c1ccccc1
→ -1, -4
> COc1ccc(S(=O)(=O)N2CCCCCC2)cc1NC(=O)CCNC(=O)c1ccccc1Cl
→ 11, -14
> O=C1OC(=O)C2C1[C@@H]1CC[C@H]2O1 (some centres not stated)
→ -12, 2
> COc1ccc(NC(=O)c2cc(S(=O)(=O)N3CCOCC3)ccc2C)cc1S(=O)(=O)N1CCOCC1
→ -6, 1
> CSCCC(NS(=O)(=O)c1ccc2ccccc2c1)C(=O)O (configuration not stated)
→ -11, -7
> COc1ccc2c(CC(=O)NCCN3C(=O)S/C(=C\c4cccnc4)C3=O)coc2c1
→ 7, -4
> CCC(=O)c1cn(/C(=C\C(=O)OC(C)(C)C)CCC(OC)OC)cc1CC
→ 9, 4
> CC1CCCCN1C(=O)CN1C(=O)CN(C)C(=O)c2ccccc21 (configuration not stated)
→ 0, -6
> COc1ccc(NC(=O)c2cc(C)cc(C)c2)cc1S(=O)(=O)N1CCCCC1
→ -1, 2

# Continued.
structure	TAG inh	TAG inh DAPI viability
COc1cc(OC)cc(C(=O)NCC(=O)NCCN2C(=O)S/C(=C\c3ccccc3Cl)C2=O)c1	9	2
CC(C)(C)OC(=O)N1CCC(C(=O)Nc2cccc(C(=O)NCCCc3ccccc3)c2)CC1	-2	2
Cc1cc(CNC(=O)C2(C(F)(F)F)C/C(=C\Cc3ccccc3)CCCO2)nn1C (configuration not stated)	-1	3
O=C(c1cc(Cl)ccc1OCc1ccccc1)N1CCOCC1	-6	0
CCN(Cc1ccccc1)C(=O)COc1cc(=O)n(CC)c2ccccc12	18	2
O=S(=O)(NCC1CN(S(=O)(=O)c2c(F)cccc2F)C1)c1ccc2c(c1)OCCO2	-24	4
COC(=O)C1CCN(S(C)(=O)=O)CC1	-23	7
OC1(c2cccs2)CN(c2ccc(Br)cc2)C2=[N+]1CCCS2 (configuration not stated)	-30	20
COc1ccc(CCNC(=O)c2cc3ccccn3n2)c(OC)c1OC	4	2
NC(N)=Nc1nc2ccc(Br)cc2c(=O)[nH]1	-2	-2

# (continued)
structure	TAG inh	TAG inh DAPI viability
C[C@@H]1CCCCO[C@@H](CN(C)S(=O)(=O)c2cccs2)[C@@H](C)CN([C@H](C)CO)C(=O)c2cc(NS(=O)(=O)c3ccccc3)ccc2O1	12	-1
Cc1nc(C)n(CC(=O)c2ccc(Cl)cc2Cl)n1	6	-10
CC(C)(C)OC(=O)C[C@H]1C/C=C\C[C@H](CC(=O)N(CCO)Cc2ccccc2)C(=O)NCCOC1=O	11	-4
O=C(COC(=O)c1ccc(O)cc1)NCc1ccc2c(c1)OCO2	-4	3
Cc1ccc(Nc2ncnc3c2oc2ccccc23)cc1	13	-6
COc1ccccc1C(=O)NNC(=S)NC(=O)c1cc(OC)c(OC)c(OC)c1	2	7
CN(Cc1ccccc1)C(=O)COC(=O)CNS(=O)(=O)c1ccc2ccccc2c1	4	4
Nc1cccc2c1C(=O)N(c1ccccc1)C2=O	9	-2
Cc1nonc1NC(=O)CSc1nc(C23CC4CC(CC(C4)C2)C3)nc2ccccc12	13	-1
Cc1cccc(N2CCN(S(=O)(=O)c3ccc(Cl)nc3)CC2C)c1 (configuration not stated)	-23	-2

# New compounds follow:
structure	TAG inh	TAG inh DAPI viability
COc1ccc(/C(C)=N\Nc2nc(-c3ccc(Cl)cc3)cc(C(F)(F)F)n2)cc1OC	11	14
C=CCNC(=S)Nc1c(C(=O)OC)[nH]c2cc(OC)ccc12	16	0
CN(C[C@H](c1ccccc1)N(C[C@H](Cc1ccccc1)N(CCc1ccccc1)N=O)N=O)N=O	7	-1
CCOC(=O)C1=C(C)NC(C)=C(C(=O)OC)C1c1cccc([N+](=O)[O-])c1 (configuration not stated)	1	-7
Nc1nnc(SCC(=O)Nc2cc(S(=O)(=O)N3CCOCC3)ccc2N2CCCC2)s1	6	-1
Cc1cc(C(F)(F)F)n(-c2ccc(N)cc2)n1	13	-7
O=[N+]([O-])c1ccccc1S(=O)(=O)NC1CCCCCCC1	-26	6
COc1ccccc1N(CC(=O)Nc1ccc(C)cc1Cl)S(=O)(=O)c1cccs1	-28	14
COCCn1c(SCC(=O)c2cccc(OC)c2)nnc1-c1ccco1	2	-4
CC(c1ccccc1)N(C)C(=O)CN1CCN(S(=O)(=O)c2ccc3c(c2)OCCCO3)CC1 (configuration not stated)	-12	-5

# Later entries
structure	TAG inh	TAG inh DAPI viability
COc1ccc(C)cc1NC(=O)C(Sc1nnc(-c2ccncc2)n1-c1ccc(Cl)cc1)c1ccccc1 (configuration not stated)	-10	6
O=C(CCCc1ccccc1)Nc1ccnn1C1CCN(Cc2ccc(CO)o2)CC1	-1	1
CC(=O)NCC(=O)NC1CC(C)(C)Cc2c1cnn2-c1ccccc1 (configuration not stated)	0	-6
COc1cccc(CC2(CO)CCCN(CC3=Cc4cc(OC)ccc4OC3)C2)c1 (configuration not stated)	-13	3
Cc1nnc(SCC(=O)Nc2ccccc2NC(=O)CSc2nnc(C)s2)s1	3	3
CN(C)CCOc1cccc(Br)c1	3	-2
Cc1ccc(C2(CCNC(C)c3cccs3)CCOC(C(C)C)C2)cc1 (configuration not stated)	4	13
C=CCn1c(=O)[nH]c2cc(C(=O)N3CC=C(c4ccccc4)CC3)ccc2c1=O	-5	0
CN(C)c1ccc(NC(=O)COC(=O)c2ccc3c(c2)OCO3)cc1	-8	4
O=C(Cc1ccccc1)N/N=C/c1ccc(OC(=O)/C=C\c2ccco2)cc1	-17	3

# New compounds follow.
structure	TAG inh	TAG inh DAPI viability
CC(=O)Nc1ccc(NC(=O)Cc2ccc(S(=O)(=O)N3CCCCC3)cc2)cc1	18	-12
CCC(=O)Nc1nc2ccc3nc(C)sc3c2s1	10	-2
O=C(c1ccc(=O)oc1)N1CCC(C(O)(c2ccccc2)c2ccccc2)CC1	11	0
Cc1ccc(C(=O)N/N=C\c2ccc[nH]2)cn1	-7	20
O=C1CC/C=C\C[C@@H](CC(=O)N(CCO)Cc2ccccc2)C(=O)NC[C@@H](c2ccccc2)O1	-8	3
CCc1c(C)sc(NC(=O)C2CCCCC2C(=O)O)c1C(N)=O (configuration not stated)	-3	8
O=C(O)CCn1ncc2ccccc2c1=O	7	-7
CCS(=O)(=O)Nc1ccc(C(=O)c2ccccc2)cc1	-7	8
O=C(CSc1nnc2c(n1)[nH]c1ccc(S(=O)(=O)N3CCOCC3)cc12)Nc1ccccc1Cl	2	-10
COc1ccccc1C(=O)COC(=O)Cn1c(C)csc1=O	2	4

# Following part:
structure	TAG inh	TAG inh DAPI viability
COc1ccc(OC)c(NC(=O)COC(=O)C2CCCCC2)c1	-11	2
CS(=O)(=O)Nc1ccc(-c2cncc3nccn23)cc1	-17	9
O=C(CCN1CCN(c2ccc(Cl)cc2)CC1)Nc1ccccc1F	-17	3
COc1ccc(C(=O)c2cc([N+](=O)[O-])ccc2N2CCN(C)CC2)cc1	32	-27
Cc1ccc(-c2nc(=O)[nH]c3ccc(Br)cc23)cc1	5	5
O=C1[C@H](Cc2ccccc2)NCC=CC[C@@H](c2ccco2)N1Cc1ccccc1	-11	0
O=C(CSc1nnc(CNc2ccc(F)cc2)o1)OC1CCCCC1	-2	0
COc1ccccc1CNC(=O)C[C@@H]1C[C@H]2c3cc(N(C)C)ccc3O[C@H]2[C@H](CO)O1	4	9
NC(=O)CC(NC(=O)Cc1cccc2ccccc12)c1ccc(N2CCN(c3ccc(F)cc3)CC2)c([N+](=O)[O-])c1 (configuration not stated)	6	4
CCOC(=O)Cc1cn2c(=O)cc(CSCC(=O)Nc3ccc(C)c(C)c3)nc2s1	-4	1
S=C(c1ccc(-c2cccc(Cl)c2)o1)N1CCCCC1	-1	1
Cc1cccc(-n2nnc(C(=O)NCc3ccc4c(c3)OCO4)c2N)c1	-6	9

# Only part of the results is shown, so the mix of outcomes need not match the whole.
